High-throughput results as filed in PubChem.
miR-122 sensor: miR-122 Renilla sensor signal increase in Huh7, primary screen, miR-122 inhibitor project, cell-based, single point, plate reader. activation (reporter increase), % at 12.5 µM. actives 0.3% (n = 340,000). Huh7 miR-122 Renilla luciferase sensor, 48 h; neutral wells = 0, positive control = 100;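 active = mean replicate activation score at least 90 and every replicate individually at or above 90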;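 note: higher luciferase means less miR-122 activity so hits act as miR-122 inhibitors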
* marks the source's active call; other numbers are inactive results.

SMILES	miR-122 sensor
O=C(Nc1ccc(Cl)cc1)OCc1cc(-c2ccccc2Cl)on1	-2
O=C1CCCN1CCC1CCN(C2CC(=O)N(c3ccc(Cl)cc3)C2=O)CC1 (configuration not stated)	-8
COC(C(=O)Nc1cccc(F)c1)c1ccccc1 (configuration not stated)	4
Cc1cccc(CCNS(=O)(=O)c2ccc(S(=O)(=O)NC3CCCC3)cc2)c1	49
CCN(C(=O)CCS(=O)(=O)c1ccc(Br)cc1)c1ccc2c(c1)OCO2	0
CC(C)NC(=O)CSc1nnc(COc2ccccc2Cl)o1	-4
COC(=O)C1=C(C)NC(=O)CC1c1cc2c(cc1Br)OCO2 (configuration not stated)	-2
O=C(c1cccc(N2CCCC2=O)c1)N1CCN(c2ccccc2)CC1	-2
Cc1ccc(CSc2nc3ccccc3cc2C=O)cc1	3
Cc1cc(NC(=O)CCC2COc3ccccc3O2)no1 (configuration not stated)	9
Cc1noc(C)c1CSc1ncnc2sc(C)c(C)c12	-6
O=C(CN1CCN(c2ccccn2)CC1)Nc1ccc(Cl)c(C(F)(F)F)c1	0
CN(Cc1nc(-c2cccnc2)no1)S(=O)(=O)c1ccc2ccccc2c1	3
O=C1CCCC2=C1C(c1ccco1)Nc1ccc3ccccc3c12 (configuration not stated)	-7
O=S(=O)(Nc1cccnc1)c1ccc(C2CCCCC2)cc1	27
Cc1ccc(CNC(=O)C2CCC(=O)N2C2CCCCC2)cc1 (configuration not stated)	-3
COc1ccc(N2C(=O)CC(NCc3cccc(F)c3)C2=O)cc1 (configuration not stated)	-5
C=CCn1c(COc2ccc(Cl)cc2)nnc1SCC(=O)N/N=C/c1ccccc1	3
O=C(CSc1nc2ccccc2s1)NC1CCS(=O)(=O)C1 (configuration not stated)	0
COc1ccc(-n2c(SC3CCOC3=O)nc3ccccc3c2=O)cc1OC (configuration not stated)	-1
COc1ccc(OC)c2c(C)cc(N3CCN(C(=O)c4ccc(F)cc4)CC3)nc12	-7
COc1cccc(C(=O)Nc2ccc(-c3nc4ccccc4o3)c(O)c2)c1	-10
O=C(CCSc1ccc(Cl)cc1)N1CCN(c2ncccn2)CC1	-1
Cc1ccc(Cn2ccc(-c3cnc(-c4ccccc4)s3)n2)cc1	-10
Cc1cccc(COc2ccc(/C(O)=C3\C(=O)C(=O)N(CCN(C)C)C3c3ccncc3)cc2)c1 (configuration not stated)	1

The list goes on (5 carried over from the part before).
SMILES	miR-122 sensor
COc1ccc(OC)c2c(C)cc(N3CCN(C(=O)c4ccc(F)cc4)CC3)nc12	-7
COc1cccc(C(=O)Nc2ccc(-c3nc4ccccc4o3)c(O)c2)c1	-10
O=C(CCSc1ccc(Cl)cc1)N1CCN(c2ncccn2)CC1	-1
Cc1ccc(Cn2ccc(-c3cnc(-c4ccccc4)s3)n2)cc1	-10
Cc1cccc(COc2ccc(/C(O)=C3\C(=O)C(=O)N(CCN(C)C)C3c3ccncc3)cc2)c1 (configuration not stated)	1
COc1ccc(CNC(=O)/C=C/c2cc3c(cc2Br)OCO3)cc1	-2
CN(Cc1ccccc1)C(=O)COC(=O)c1ccc2c(c1)OCO2	-4
CC(SCc1cn2cc(Cl)ccc2n1)C(=O)O (configuration not stated)	2
O=C(NCCSCc1ccco1)Nc1ccc(Cl)cc1	12
Cc1ccc(C2NC(=O)Cc3ccccc32)cc1 (configuration not stated)	2
COc1cc(C=O)ccc1OCCCOc1ccccc1C(=O)O	1
Cc1ccccc1CN1CCN(CC(=O)NCc2ccc3c(c2)OCO3)C1=O	2
CCOc1ccccc1NC(=O)N1CCCC1C(=O)Nc1ccc(-n2cnnn2)c(C)c1 (configuration not stated)	-3
O=C(NC1CCCC1)C(c1ccc(N2CCOCC2)cc1)N(Cc1ccccc1)C(=O)c1ccco1 (configuration not stated)	9
COc1ccc2cc(C(=O)c3ccccc3)c(=O)oc2c1	25
CC(C)(CS(=O)(=O)[O-])NC(=O)CC[N+](C)(C)CCO	-4
CCOC(=O)NC(=O)CSc1nnc(C)s1	-2
CCOC(=O)COc1cc(N2C(=O)CSCC2=O)c(Cl)cc1Cl	3
COc1ccc(C(=O)N2CCCC2)cc1S(=O)(=O)N1CCC(C)CC1	4
O=C1CC(c2ccccc2)CC(O)=C1C=NCCN1CCNCC1 (configuration not stated)	3
COc1nnc(-c2ccc(C(=O)N3C[C@@H]4C[C@H](C3)c3cccc(=O)n3C4)cc2)c2ccccc12	-5
CC(C)Oc1ccc(C2CC(=O)NC3=C2C(=O)CCC3)cc1 (configuration not stated)	3
COc1ccc(N2C(=O)CCC(C(=O)NCCN3CCOCC3)C2c2ccc(OC)c(OC)c2)cc1 (configuration not stated)	0
CC(=O)c1ccc2c3c(cccc13)C(=O)N(c1c(C)nn(C)c1C)C2=O	0
O=C(NCCOC(=O)c1ccc(S(=O)(=O)N2CCOCC2)cc1)c1cccnc1	9
CCCCOC(=O)CCc1c(C)[nH]c(=O)c(C#N)c1C	3
Cc1ccc2nc(-c3cccc(NC(=O)c4ccco4)c3)[nH]c2c1	8
COc1ccc(C2C(C#N)=C(N)SC(N)=C2C#N)cc1OC	4
Cc1cnn(-c2cc(N/N=C/c3ccc(F)cc3)ncn2)c1	-3
O=C(CCS(=O)(=O)c1ccc(Cl)cc1)Oc1ccc2c(c1)OCO2	-8

Later entries.
SMILES	miR-122 sensor
c1ccc(-c2csc(N3CCc4ccccc4C3)n2)cc1	2
O=C1/C(=C\c2ccccn2)SC(=S)N1Nc1ncc(C(F)(F)F)cc1Cl	-1
O=[n+]1cc(-c2ccccc2)n([O-])c2c1CCC2	2
O=C(Nc1nc(-c2ccccn2)cs1)c1ccc(Br)s1	-5
N#Cc1c2n(c(=O)[nH]c1=O)CCCCC2	-2
Cc1ccc(-c2nc(NC(=O)CSc3nnnn3-c3ccccc3)ns2)cc1	-2
CC(=O)C1=C(O)C(=O)N(c2ccc(Br)cn2)C1c1ccccc1F (configuration not stated)	1
C=CCOC(=O)C1=C(C)NC(=O)NC1/C=C/c1ccccc1 (configuration not stated)	-5
Cc1ccc(C(=O)Nc2ccccc2-c2ccccc2)o1	-2
CC(C)(C)C(=O)/C=C(\N)c1ccccn1	-3
O=C(c1ccccc1F)N(Cc1ccc(F)cc1)C1CCS(=O)(=O)C1 (configuration not stated)	-2
O=C(NC1CCSC1=O)c1cccc(C(=O)NC2CCSC2=O)c1 (configuration not stated)	1
Cc1cc(C)n(C(=O)c2ccc(C)c(S(=O)(=O)N3CCOCC3)c2)n1	-1
CCOc1nc(SCCOc2ccc(C)cc2)nc(N(C)C)n1	-3
CCCCC(c1nnnn1C1CCCC1)N1CCN(C2CCCCC2)CC1 (configuration not stated)	1
COc1ccc2c(c1OC)C(=O)N(c1cccc(C(F)(F)F)c1)C2	-3
CNC(=O)CCn1nc(-c2ccc(Cl)cc2)c2ccccc2c1=O	-5
CCn1ncc([N+](=O)[O-])c1C(=O)N1CCCC1	1
COc1ccc(OC)c(C(c2nnnn2C(C)(C)C)N2CCc3ccccc3C2)c1 (configuration not stated)	60
COc1ccc(Nc2cc(C(=O)NCCCN3CCN(C)CC3)c3ccccc3n2)c(OC)c1	-17
COc1ccc(-c2nc3scc(-c4ccc(OC)c(OC)c4)c3c(=O)o2)cc1	-3
COCCn1c(C)cc(C(=O)CSc2ccc3ccccc3n2)c1C	1
CCOc1cc(Cl)c(S(=O)(=O)NCc2ccccn2)cc1Cl	10
Cc1ccccc1C1=NC(c2ccc(F)cc2F)ON1 (configuration not stated)	-2
COc1cc(N)ccc1NC(=O)c1cccs1	4

Some of the entries above, set out differently:
SMILES | miR-122 sensor
O=[n+]1cc(-c2ccccc2)n([O-])c2c1CCC2 | 2
c1ccc(-c2csc(N3CCc4ccccc4C3)n2)cc1 | 2
CCCCC(c1nnnn1C1CCCC1)N1CCN(C2CCCCC2)CC1 (configuration not stated) | 1
O=C1/C(=C\c2ccccn2)SC(=S)N1Nc1ncc(C(F)(F)F)cc1Cl | -1

(listing goes on)
SMILES	miR-122 sensor
C/C(=N\OC(=O)c1ccc(F)cc1)c1nccs1	1
O=C(Nc1cccc2ccccc12)C12CC3CC(C1)CC(n1cnc([N+](=O)[O-])n1)(C3)C2	-5
Cc1ccccc1Cc1c(C)nc2nc(SCC(=O)NCCCN3CCCCC3)nn2c1C	-17
COCCN(C(=O)Nc1ccc(OC)cc1OC)C1CCN(C(C)=O)CC1	-3
O=C(O)C1NCCc2ccccc21 (configuration not stated)	2
CCOC(=O)C1=NN(c2ccccc2)C2(S1)SC(C(C)=O)=C(C)N2c1ccccc1 (configuration not stated)	-2
Cc1cc(=O)n2nc(N3CCCC(C(=O)N4CCc5ccccc54)C3)sc2n1 (configuration not stated)	-5
CNc1nc2c3ccccc3n(C(C)=O)c2s1	-2
Cc1c(C(=O)N2CCOCC2)sc2ncn(CC(=O)N3CCC(C)CC3)c(=O)c12	1
COC(=O)c1ccc(C(=O)OC)c(NC(=O)COC(=O)C2CC2C)c1 (configuration not stated)	-2
O=C(COc1ccccc1Cl)NNC(=O)C1CCCO1 (configuration not stated)	1
Cc1cccc2cc(COC(=O)C(C)(C)C)c(=O)[nH]c12	1
Fc1ccccc1OCCCCCCN1CCCC1	2
CCOC(=O)C1=C(CSc2nc(-c3ccccc3)ccc2C#N)OC(N)=C(C#N)C1c1ccc(OC)cc1 (configuration not stated)	4
CN1CCN(C2=Cc3cc(Cl)ccc3Sc3cc(F)ccc32)CC1	3
CC(=O)c1cc(C#N)c(SCc2ccccc2)nc1C	-2
Cc1nn(Cc2ccccc2)c(Cl)c1C(=O)OCc1nnc(-c2ccc(Cl)cc2)o1	-1
Nc1nnc(SCCOc2cccc(Br)c2)s1	-5
COC(=O)c1sccc1NC(=O)c1cc(-c2ccc(C)cc2)nc2ccccc12	2
Cc1ccc(S(=O)(=O)NCc2cccnc2)s1	14
CC(C)CNc1nnnc2c1sc1nc(N3CCOCC3)c3c(c12)CC(C)(C)SC3	-6
Cc1occc1C(=O)NCc1cccs1	1
CNc1cnn(-c2ccc(C)cc2)c(=O)c1Cl	-1
O=S(=O)(c1cccs1)N1CCC(Cc2ccccc2)CC1	2
O=C(Nc1nnc(SCc2ccc(Cl)cc2)s1)c1ccco1	-13

Arranged by value in miR-122 sensor (low to high): some entries from above
SMILES	miR-122 sensor
Cc1cc(=O)n2nc(N3CCCC(C(=O)N4CCc5ccccc54)C3)sc2n1 (configuration not stated)	-5
Cc1occc1C(=O)NCc1cccs1	1
CCOC(=O)C1=C(CSc2nc(-c3ccccc3)ccc2C#N)OC(N)=C(C#N)C1c1ccc(OC)cc1 (configuration not stated)	4

Next part.
SMILES	miR-122 sensor
CC(CC#CCN1CCOCC1)OCCC#N (configuration not stated)	-2
COc1ccc(S(=O)(=O)N(C)CC(=O)Nc2ccccc2SC)cc1Cl	5
O=C(CN1CCOCC1)OCCCc1ccccc1	-3
CCOC(=O)C1=C(CSc2nc3c(cc2C#N)CN(C)CC3)OC(N)=C(C#N)C1c1ccc(Cl)cc1 (configuration not stated)	1
CCOC(=O)c1ccc(CNC(=O)CSc2nnnn2-c2ccc(Cl)cc2)o1	1
O=C(CCN1C(=O)S/C(=C\c2ccccc2)C1=O)Nc1ccc(S(=O)(=O)Nc2nccs2)cc1	-2
O=C(CSc1nc(-c2ccccc2)c(-c2ccccc2)o1)N1CCOCC1	-2
Cc1nn(Cc2ccc(Cl)cc2Cl)c(C)c1NC(=O)Cn1nc([N+](=O)[O-])c(Cl)c1C	3
CCCCC(O)(C(NC=O)C(=O)OC)C(F)(F)F (configuration not stated)	2
CCN(c1cccc(C(F)(F)F)c1)S(=O)(=O)c1ccc2c(c1)CCN2C(C)=O	26
O=S(N1CCCCCC1)C12CC3CC(CC(C3)C1)C2 (configuration not stated)	-2
COc1cc(CC(=O)Oc2ccc3c(c2)OCO3)cc(OC)c1OC	-8
CN1CCN(CCC(=O)Nc2cccc(F)c2)CC1	0
C=CCSc1nc(N)c(C#N)c(-c2ccc(C)cc2)c1C#N	0
CCC(=O)Nc1cc2c(cc1C(=O)CC)OCCO2	3
O=C(Nc1ccccc1C(=O)N1CCCCCC1)c1cccc(S(=O)(=O)N2CCOCC2)c1	0
COc1cccc(C2CC(C(F)(F)F)n3ncc(C(=O)Nc4c(C)n(C)n(-c5ccccc5)c4=O)c3N2)c1 (configuration not stated)	-4
Cc1nc2sccn2c1P(c1c(C)nc2sccn12)c1c(C)nc2sccn12	-5
CCC(=O)N(Cc1ccc(S(N)(=O)=O)cc1)C1CC(=O)N(c2ccc(OC)cc2)C1=O (configuration not stated)	3
CC(=O)Nc1nc(-c2ccccc2)nc(C)c1C(C)=O	2
COCCN1C(=O)N(c2cccc(C)c2)C(=O)C1CC(=O)Nc1ccc(F)cc1 (configuration not stated)	1
c1ccc(CCCc2nc(-c3ccccn3)no2)cc1	-4
COc1ccccc1-c1nnc(NC(C)=O)s1	7
CC(C)Nc1nc(NC(C)C)nc(OCCOC(=O)Nc2ccccc2)n1	15
CCC(C)COC(=O)c1ccc(C(=O)O)cc1 (configuration not stated)	-7
COc1ccc(C2/C=C\CN(C(=O)c3ccc(C)cc3)[C@H](Cc3ccccc3)C(=O)N2Cc2ccc(F)cc2)cc1 (some centres not stated)	-1
N#CC1=C(N)Oc2cc(O)ccc2C1c1ccncc1 (configuration not stated)	-2
O=C(c1cccs1)N1CCN(C2CCN(Cc3ccccc3)CC2)CC1	-1
COc1cccc(NC(=O)NCc2cccn2C)c1	-7

A second format for five compounds above:
Molecule | miR-122 sensor
Cc1ccc(Cn2ccc(-c3cnc(-c4ccccc4)s3)n2)cc1 | -10
Cc1cccc(COc2ccc(/C(O)=C3\C(=O)C(=O)N(CCN(C)C)C3c3ccncc3)cc2)c1 (configuration not stated) | 1
COc1ccc(CNC(=O)/C=C/c2cc3c(cc2Br)OCO3)cc1 | -2
CN(Cc1ccccc1)C(=O)COC(=O)c1ccc2c(c1)OCO2 | -4
CC(SCc1cn2cc(Cl)ccc2n1)C(=O)O (configuration not stated) | 2

Some of the compounds tested, so the mix of outcomes need not match the whole.
